ANO1 block = mouse TMEM16A channel inhibition, primary screen; HEK293 TMEM16A/YFP iodide influx fluorescence, ionomycin; normalized B-score (activity score, 25-100; higher = stronger inhibition) at 10 µM; 310,000 tested, 1.2% active; AID 588511;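 active = ratio plate-corrected score three or more library SD toward inhibition, starting fluorescence score within five deviations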;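 note: score derived from kinetic fluorescence span divided by baseline fluorescence per well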
Target sequence (Q8BHY3 whole entry, looked up): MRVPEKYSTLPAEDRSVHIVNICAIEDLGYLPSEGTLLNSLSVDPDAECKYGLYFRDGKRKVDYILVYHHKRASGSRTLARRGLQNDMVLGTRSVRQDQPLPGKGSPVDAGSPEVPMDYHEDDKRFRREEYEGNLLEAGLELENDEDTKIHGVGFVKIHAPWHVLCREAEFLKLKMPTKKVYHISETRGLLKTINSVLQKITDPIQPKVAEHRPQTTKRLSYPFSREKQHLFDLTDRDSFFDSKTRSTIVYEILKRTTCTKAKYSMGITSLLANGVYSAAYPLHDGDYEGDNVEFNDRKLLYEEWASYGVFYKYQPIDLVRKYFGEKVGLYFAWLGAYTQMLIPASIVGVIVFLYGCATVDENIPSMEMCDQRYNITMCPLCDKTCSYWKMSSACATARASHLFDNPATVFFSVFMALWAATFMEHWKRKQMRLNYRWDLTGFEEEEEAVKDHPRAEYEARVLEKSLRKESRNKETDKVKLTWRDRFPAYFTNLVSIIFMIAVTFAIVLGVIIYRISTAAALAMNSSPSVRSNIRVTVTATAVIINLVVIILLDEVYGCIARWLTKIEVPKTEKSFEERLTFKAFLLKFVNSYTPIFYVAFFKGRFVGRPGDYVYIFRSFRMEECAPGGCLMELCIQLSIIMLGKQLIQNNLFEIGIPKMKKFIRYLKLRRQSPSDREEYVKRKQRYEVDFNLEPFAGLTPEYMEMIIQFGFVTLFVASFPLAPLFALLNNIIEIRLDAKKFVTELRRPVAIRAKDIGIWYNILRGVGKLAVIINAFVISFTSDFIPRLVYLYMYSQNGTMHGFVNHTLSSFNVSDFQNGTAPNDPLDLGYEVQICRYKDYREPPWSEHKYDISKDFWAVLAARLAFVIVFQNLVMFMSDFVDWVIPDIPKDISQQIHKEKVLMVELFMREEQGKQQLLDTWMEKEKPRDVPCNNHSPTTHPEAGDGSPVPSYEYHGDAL
TRPC6 inhibitor = blocks the mouse TRPC6 cation channel. Q61143. HEK293-TRPC6, membrane potential dye, ACh-evoked depolarization; active compounds read low. B-score at 10 µM. 310,000 tested, 1.1% active. AID 2553;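 active = B-score under library mean minus 3 SD, initial fluorescence not abnormally high, positive integrated signal ratio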;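 note: B-score derived from integrated fluorescence ratio over the kinetic read; more negative B-score means stronger inhibition of depolarization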
RGS4 block = inhibitors of human RGS4. HEK293 M3R/RGS4 inducible, Fluo-4 calcium flux; active compounds read high; triggered by carbachol at its EC20. P49798. 310,000 tested, 0.45% active. B-score at 10 µM. AID 463165;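 active = B-score, a plate-corrected calcium signal, over three deviations above library mean, with baseline fluorescence within five deviations of library mean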;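 note: RGS4 expression induced by doxycycline in cells with stable M3 receptor; B-score is computed from the integrated fluorescence ratio over baseline after carbachol; higher B-score means a larger calcium signal and so more RGS4 inhibition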
RGS4 act = RGS4 potentiation or activation; 310,000 tested, 0.92% active; B-score at 10 µM; HEK293 M3R/inducible RGS4, carbachol calcium flux Fluo4; active compounds read low;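 active = B-score of the integrated calcium signal more than 4 SD below the library mean, with starting fluorescence not abnormally high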;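 note: negative B-score means reduced calcium response which marks RGS4 activation or potentiation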
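Material: Inducible-RGS4 HEK293 cells carrying M3 receptor; also added: carbachol at ECmax as muscarinic agonist stimulus; incubation: compound preincubation 20 min at room temperature before agonist; signal: Fluo4-AM (2 µM) calcium-flux fluorescence, kinetic read; measure: integrated calcium ratio converted to B score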
MrgX1 ag = activates human MrgX1 receptor signaling. Q96LB2. MrgX1-HEK293 cells, Fluo-4 calcium fluorescence, agonist mode; active compounds read high. B-score at 10 µM. 310,000 tested, 0.44% active;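 active = calcium response B-score plate-corrected fluorescence ratio at least 3 library SD, with starting fluorescence B-score inside 5 SD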
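Assay system: MrgX1-expressing HEK293 cells / Amount: fifteen thousand cells per well / Doses: test compound in the initial addition of three / Timing: cells plated overnight, dye loaded 0.5 h 37 °C, 0.5 h room temperature / Technique: kinetic calcium dye fluorescence, Fluo-4 NW / Control set: positive and negative controls per plate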
SKKanGAS inh = SKKanGAS growth inhibition | S. pyogenes SKKanGAS, kanamycin growth, BacTiter-Glo, 6 h | inhibition, % at 7.5 µM | 300,000 tested, 1.3% active | AID 1662;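 active = mean replicate score, as percent of positive control median, at least 50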;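 note: strain carries kanamycin resistance gene driven by streptokinase promoter and grows in 40 µg/ml kanamycin; loss of luminescence reflects streptokinase promoter inhibition or plain growth inhibition; 0% = median of DMSO wells and 100% = positive control at its reference dose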
HDAC3 inhib = human HDAC3 inhibition; AID 2718; recombinant HDAC3, fluorogenic peptide/trypsin coupled, fluorescence; inhibition, % at 8.3 µM; 320,000 tested, 0.15% active; O15379; in the data active = inhibition above about 26%, passing the limit was not always enough
MrgX1 allo act = allosterically activates human MrgX1 receptor signaling | AID 588675 | MrgX1-HEK293, Fluo-4 calcium flux, FDSS; active compounds read high | B-score at 10 µM | 310,000 tested, 0.63% active;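 active = plate-corrected calcium response at least 3 library SD above typical, normal starting fluorescence, not activating the receptor alone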;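 note: compound read alongside a low EC10 to EC30 dose of BAM8-22 agonist; peak minus trough fluorescence over baseline measured at the second addition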
MrgX1 antagonist = antagonists of human MrgX1 receptor. 310,000 tested, 1.3% active. MRGX1-HEK293 calcium flux, Fluo-4, BAM8-22 antagonism; active compounds read low. Q96LB2. AID 588676. B-score at 10 µM;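 active = calcium-response B-score plate-corrected more than 3 library SD below zero, starting fluorescence within 5 deviations, no agonist response on first addition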;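 note: peak minus trough fluorescence over baseline after final BAM8-22 challenge near maximal dose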
ANO1 activ = activates or potentiates the mouse TMEM16A chloride channel; B-score at 10 µM; Q8BHY3; HEK293 TMEM16A/YFP-H148Q/I152L, iodide quench fluorescence; active compounds read low; 340,000 tested, 0.3% active;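 active = fluorescence-ratio B-score plate-corrected deviation score at least 3 library SD below zero, with starting fluorescence score within 5 deviations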;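 note: channel opened by trigger with iodide after compound preincubation; score built on the fluorescence ratio of max minus min over baseline; more negative score means more quench and so TMEM16A activation or potentiation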
TRPC6 act = activates the mouse TRPC6 cation channel; HEK293-TRPC6 membrane potential dye fluorescence; active compounds read high; AID 2550; B-score at 10 µM; 310,000 tested, 0.13% active; Q61143;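 active = B-score of the integrated fluorescence ratio above library mean plus 3 SD, and starting fluorescence ratio within library mean plus 5 SD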;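 note: higher score means more depolarization so channel activation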
* marks the source's active call; other numbers are inactive results; i = inactive; x = not tested or not shown.

Structure | RGS4 act | HDAC3 inhib | TRPC6 act | MrgX1 ag | RGS4 block | TRPC6 inhibitor | ANO1 block | MrgX1 allo act | SKKanGAS inh | ANO1 activ | MrgX1 antagonist
CCOc1nc(NCCO)nc(NCCC2=CCCCC2)n1 | i | 5 | i | i | i | i | i | i | -1 | i | i
Nc1ccc2c(c1)C(=O)Cc1ccccc1S2 | i | 1 | i | i | i | i | i | i | -15 | i | i
CCCNc1nc(OCC(F)(F)F)nc(OCC(F)(F)F)n1 | i | 1 | i | i | i | i | i | i | 3 | i | i
CCN1CCN(CC(=O)c2cc(OC)c(OC)c(OC)c2)CC1 | i | -1 | i | i | i | i | i | i | -12 | i | i
O=C(O)CC/C(=C\c1ccc(Cl)c([N+](=O)[O-])c1)c1nc2ccccc2s1 | i | x | i | i | i | i | i | i | 11 | i | i
Cc1ccc(C2=NCCn3nc4cc([N+](=O)[O-])ccc4c32)cc1 | i | 5 | i | i | i | i | i | i | 5 | i | i
CCOC(=O)Oc1ccc2oc(=O)cc(C)c2c1 | i | -4 | i | i | i | i | i | i | -9 | i | i
O=C(Cc1ccc(-n2cccc2)cc1)N1CCc2ccccc21 | i | -7 | i | i | i | i | i | i | -1 | i | i
Cc1ccccc1C(=O)N1CCC(C(=O)Nc2ccc3c(c2)OCO3)CC1 | i | 6 | i | i | i | i | i | i | -4 | i | i
Cc1cc([N+](=O)[O-])ccc1NC(=O)CN1C2CCC1CC(NC(=O)NC13CC4CC(CC(C4)C1)C3)C2 (centres undefined) | i | 9 | i | i | i | i | i | i | 3 | i | i
COc1ccc2c(c1OC)C(=O)OC2Nn1cncn1 (centres undefined) | i | -3 | i | i | i | i | i | i | x | i | i
CCCCC(CC)C(=O)Oc1ccc(O)c(C(C)(C)C)c1 (centres undefined) | -7.7* | 17 | i | i | i | i | 25* | i | 61* | i | i
COc1cccc(/C=C/C(=O)c2cccc([N+](=O)[O-])c2)c1 | i | -1 | i | 38* | i | i | i | i | -5 | i | i
COC(=O)N1C(=O)[C@](c2ccsc2)(C(C)C)N1C(=O)OC | i | 1 | i | i | i | i | i | i | 15 | i | i
O=C1CN(c2ccccc2)C(=S)N1C(=O)c1ccccc1 | i | 15 | i | i | i | i | i | i | 2 | i | i
CN(C)N1C(N)=C(C#N)C(c2cccc3ccccc23)C2=C1CC(c1ccccc1)CC2=O (centres undefined) | i | -7 | i | i | i | i | i | i | 12 | i | i
Oc1ccccc1Oc1ncc(Br)c(Cl)n1 | i | -2 | i | i | i | i | i | i | 0 | i | i
COc1ccc(CNc2nc(-c3cccnc3)nn2C(=O)CC(C)C)cc1 | i | -8 | i | i | i | i | i | i | 4 | i | i
CCC(=O)c1cn(/C(=C\C(=O)OC(C)(C)C)CCC(OC)OC)cc1CC | i | 6 | i | i | i | i | i | i | 1 | i | i
CCCNC(=O)Nc1nc(CC(=O)OCC)cs1 | i | -2 | i | i | i | i | i | i | 2 | i | i
CCOC(=O)/C(=N\Nc1ccccc1Cl)N1CC(C)OC(C)C1 (centres undefined) | i | 0 | i | i | i | i | i | i | -11 | i | i
Cc1ccc(-c2nc(C=Nc3ccccc3)c(O)o2)cc1 | i | -4 | i | i | i | i | i | i | -1 | i | i
Cc1csc(NC(=O)CSc2nnc(C)n2Cc2ccco2)n1 | i | -12 | i | i | i | i | i | i | 8 | i | i
CCCNc1ncccc1C(N)=O | i | 4 | i | i | i | i | i | i | -12 | i | i
O=C(Nc1ccccc1)C1=C[C@@H](c2coc3ccccc3c2=O)C[C@@H](OCc2ccc(CO)cc2)O1 | i | 3 | i | i | i | i | i | i | 16 | i | i
COc1cccc(/C=N/Nc2ccccc2C(=O)O)c1O | i | 3 | i | i | i | i | i | i | 5 | i | i
COc1ccc(Cl)cc1-c1nc(SCC(=O)NCCN2C(=O)CSC2=O)n[nH]1 | i | 1 | i | i | i | i | i | i | -1 | i | i
COc1ccc(CNC(=O)c2coc(=O)c3ccccc23)c(OC)c1 | i | 4 | i | i | i | i | i | i | 0 | i | i
CCOC(=O)N1CCC(n2c(SCC(=O)NCCC3=CCCCC3)nc3ccccc3c2=O)CC1 | i | 18 | i | i | i | i | i | i | 7 | i | i
O=C(C1CCC1)N1CCc2cc(S(=O)(=O)NCc3ccccn3)ccc21 | i | 1 | i | i | i | i | i | i | -4 | i | i

Later entries:
Structure | RGS4 act | HDAC3 inhib | TRPC6 act | MrgX1 ag | RGS4 block | TRPC6 inhibitor | ANO1 block | MrgX1 allo act | SKKanGAS inh | ANO1 activ | MrgX1 antagonist
Cc1cc(OC(=O)c2ccc(F)cc2)c([N+](=O)[O-])c(=O)[nH]1 | i | -2 | i | i | i | i | i | i | -2 | i | i
Cc1ccccc1/C=C/C(=O)N1CCOCC1 | i | 5 | i | i | i | i | i | i | x | i | i
CC(O)(CC(=O)O)CC(=O)O | i | 0 | i | i | i | i | i | i | 2 | x | i
O=C(NCc1ccccc1)c1cnc2n(c1=O)CCS2 | i | 2 | i | i | i | i | i | i | 3 | i | i
Nn1c(SCC(=O)Nc2nnc(-c3ccccc3)o2)nnc1C1CC1 | i | -3 | i | i | i | i | i | i | 4 | i | i
CCNC(=O)COC(=O)c1cc(-c2ccccc2)nn1-c1ccccc1 | i | -4 | i | i | i | i | i | i | -1 | i | i
COc1cccc(Nc2ccc(-n3ccnc3)nn2)c1 | i | 6 | i | i | i | i | i | i | -5 | i | i
C=CCOc1ccc(/C=C2\C(=N)N3N=C(S(=O)(=O)CC)SC3=NC2=O)cc1OC | i | 6 | i | i | i | i | i | i | 18 | i | i
COc1cc(OC)c(C2=Nc3ccc(Br)cc3C(c3ccccc3)N2CC(=O)NN)cc1OC (centres undefined) | i | 6 | i | i | i | i | i | i | 12 | i | i
N=c1oc2ccccc2cc1C(=O)NCc1ccccc1 | i | 16 | i | i | i | i | i | i | 30 | i | i
Cc1ccc(C)c(NNC(=O)C(=O)NNc2cc(C)ccc2C)c1 | i | -4 | i | i | i | i | i | i | 4 | i | i
Cc1nc(N2CCOCC2)c2c(C)c(C(=O)Nc3ccc(F)cc3Cl)sc2n1 | i | -4 | i | i | i | i | i | i | -4 | i | i
COc1ccc(S(=O)(=O)c2c(O)c3ccc(C(=O)Nc4ccc(F)cc4)cc3[nH]c2=O)cc1 | i | 4 | i | i | i | i | i | i | 16 | i | i
COc1ccccc1NS(=O)(=O)c1cc(NC(=O)c2ccco2)ccc1N1CCOCC1 | i | 2 | i | i | i | i | i | i | 5 | i | i
Cc1ccc(C(=O)N/C(=C/c2ccco2)C(=O)N2CCC(C)CC2)cc1 | i | 6 | i | i | i | i | i | i | 1 | i | i
CCCCCCC(=O)N(O)C1CC(=O)N(c2ccc(Cl)cc2)C1=O (centres undefined) | i | 63* | i | i | i | i | i | i | 4 | i | i
Cc1ccc(-n2nnnc2-c2ccco2)cc1 | i | 2 | i | i | i | i | i | i | 3 | i | i
C#CCNC(=O)C1=C[C@H](C2CCCCC2)C[C@H](OCCCCO)O1 | i | 5 | i | i | i | i | i | i | 2 | i | i
CSc1ccccc1NC(=O)COC(=O)CSc1ccc(C)cc1 | i | -3 | i | i | i | i | i | i | 16 | i | i
CNc1nnc(-c2cc3cc(Cl)ccc3oc2=O)s1 | i | -9 | i | i | i | i | i | i | 0 | i | i
COc1ccc(C2CCCN2C(=O)Nc2ccccc2)cc1OC (centres undefined) | i | 6 | i | i | i | i | i | i | -6 | i | i
Cc1nc2c(=O)oc3ccccc3c2n1-c1ccccc1 | i | -1 | i | i | i | i | i | i | -2 | i | i
CCN(Cc1ccccc1)C(c1ccccn1)c1nnnn1C1CCCCC1 (centres undefined) | i | -1 | i | i | i | i | i | i | -17 | i | i
CCOC(=O)N1CCC(N2CCN(Cc3ccc(C)o3)C(CCO)C2)CC1 (centres undefined) | i | -5 | i | i | i | i | i | i | -4 | i | i
CN(C)CCN(C(=O)c1ccc2ccccc2c1)c1nc2ccc(Br)cc2s1 | i | 6 | i | i | i | i | i | i | 4 | i | i
CCc1ccc(NC(=O)Cn2nnc(C(=O)NCc3cccs3)c2N)cc1 | i | -2 | i | i | i | i | i | i | -7 | i | i
CC1(C)c2[nH]c3ccccc3c2C[C@H]2C(=O)N(CCCO)CC(=O)N21 | i | 6 | i | i | i | i | i | i | 1 | i | i
Cc1ccc(-c2nnc(SCC(=O)N/N=C/c3c(C)nn(-c4ccccc4)c3C)n2-c2ccccc2)cc1 | i | 10 | i | i | i | i | i | i | 15 | i | i
CCN(CC(=O)NCc1ccc(F)cc1)C(=O)CN1CCN(c2ccc(OC)cc2)CC1 | i | 0 | i | i | i | i | i | i | -1 | i | i
O=C(CN(CC1CCCO1)C(=O)CNS(=O)(=O)c1ccccc1)NCc1ccco1 (centres undefined) | i | 0 | i | i | i | i | i | i | -3 | i | i

Records above printed as active in MrgX1 ag:
| mol | HDAC3 inhib | TRPC6 act | MrgX1 ag | RGS4 block | ANO1 activ | MrgX1 antagonist |
| --- | --- | --- | --- | --- | --- | --- |
| COc1cccc(/C=C/C(=O)c2cccc([N+](=O)[O-])c2)c1 | -1 | i | 38* | i | i | i |

New compounds follow:
Structure | RGS4 act | HDAC3 inhib | TRPC6 act | MrgX1 ag | RGS4 block | TRPC6 inhibitor | ANO1 block | MrgX1 allo act | SKKanGAS inh | ANO1 activ | MrgX1 antagonist
Cc1ccn2c(=O)nc(SCC(=O)OCc3ccccc3)nc2c1 | i | 7 | i | i | i | i | i | i | 4 | i | i
CCOC(=O)N1CCC(N(CCOC)C(=O)Nc2ccc(Cl)c(Cl)c2)CC1 | i | 2 | i | i | i | i | i | i | 4 | i | i
CC1CCCN(C(=O)C2CC(=O)N(c3ccc(Cl)cc3)C2)C1 (centres undefined) | i | -8 | i | i | i | i | i | i | -5 | i | i
CC1CCCCC1NC(=O)C1CCN(S(=O)(=O)N2CCC3(CC2)OCCO3)CC1 (centres undefined) | i | -3 | i | i | i | i | i | i | 4 | i | i
CCCCN1C=CC(=C2N=c3cccc([N+](=O)[O-])c3=N2)C=C1 | i | 3 | i | i | i | -5.6* | i | i | 1 | i | i
CCN1CCN(C(=O)C2CCN(S(=O)(=O)N3CCC4(CC3)OCCO4)CC2)CC1 | i | 0 | i | i | i | i | i | i | 0 | i | i
O=C(CNC(=O)COc1ccccc1)NCc1cccnc1 | i | 0 | i | i | i | i | i | i | 1 | i | i
CCCCCCCn1c(NC(=O)CC)nc2ccccc21 | i | 11 | i | i | i | i | i | i | 104* | i | i

Screening results (PubChem)
